Bioassay records deposited in PubChem by several laboratories.
BH1578 lux ind = inducers of Vibrio cholerae quorum light production without autoinducers, primary screen, BH1578 luxS cqsA deficient, single point; V. cholerae BH1578 lux reporter, luminescence, 6 h; activation, % at 18.7 µM; 350,000 tested, 0.16% active; AID 588436, 2011; in the data active = activation mostly above about 9.7%, no sharp cut-off; inconclusive = no clear call, values can overlap the other calls; inactive = mostly below about 3.7%; also: not every result past the cut was called active; inactives centre near 0; reference of the scale not given here
BoNT A protease = BoNT/A light chain protease inhibitors, primary screen, biochemical, flow cytometry, MLPCN library; Botulinum neurotoxin type A light chain protease (Clostridium botulinum A str. ATCC 3502); multiplex microsphere protease substrate cleavage; inhibition, % at 10 µM; 360,000 tested, 0.17% active; AID 588499, 2011; also: plate controls were buffer without enzyme for full effect and enzyme alone for no effect
3CLpro inhibitor = SARS-CoV 3CLpro protease inhibitors, primary screen, biochemical, quenched FRET. Replicase polyprotein 1ab (Severe acute respiratory syndrome coronavirus), P0C6X7. recombinant SARS-CoV 3CLpro, quenched FRET peptide cleavage. inhibition, % at 6 µM. 290,000 tested, 0.14% active. AID 1706, 2009; in the data active = inhibition above about 12%
TcdB GH inh = TcdB glycohydrolase inhibitors, primary screen, biochemical, single point, plate reader. TcdB glycohydrolase enzymatic assay. inhibition, % at 9.99 µM. AID 652162, 2013. 350,000 tested, 0.24% active. Toxin B (Clostridioides difficile), P18177; in the data active = inhibition above about 10%
Anthrax LF prot = Bacillus anthracis LF protease inhibitors, primary screen, biochemical, multiplex microsphere, MLPCN library; Lethal factor (Bacillus anthracis), P15917; multiplex microsphere protease cleavage assay; inhibition, % at 10 µM; 360,000 tested, 0.12% active; also: plate controls were buffer without enzyme for full effect and enzyme alone for no effect
Target sequence (P15917 whole entry, looked up): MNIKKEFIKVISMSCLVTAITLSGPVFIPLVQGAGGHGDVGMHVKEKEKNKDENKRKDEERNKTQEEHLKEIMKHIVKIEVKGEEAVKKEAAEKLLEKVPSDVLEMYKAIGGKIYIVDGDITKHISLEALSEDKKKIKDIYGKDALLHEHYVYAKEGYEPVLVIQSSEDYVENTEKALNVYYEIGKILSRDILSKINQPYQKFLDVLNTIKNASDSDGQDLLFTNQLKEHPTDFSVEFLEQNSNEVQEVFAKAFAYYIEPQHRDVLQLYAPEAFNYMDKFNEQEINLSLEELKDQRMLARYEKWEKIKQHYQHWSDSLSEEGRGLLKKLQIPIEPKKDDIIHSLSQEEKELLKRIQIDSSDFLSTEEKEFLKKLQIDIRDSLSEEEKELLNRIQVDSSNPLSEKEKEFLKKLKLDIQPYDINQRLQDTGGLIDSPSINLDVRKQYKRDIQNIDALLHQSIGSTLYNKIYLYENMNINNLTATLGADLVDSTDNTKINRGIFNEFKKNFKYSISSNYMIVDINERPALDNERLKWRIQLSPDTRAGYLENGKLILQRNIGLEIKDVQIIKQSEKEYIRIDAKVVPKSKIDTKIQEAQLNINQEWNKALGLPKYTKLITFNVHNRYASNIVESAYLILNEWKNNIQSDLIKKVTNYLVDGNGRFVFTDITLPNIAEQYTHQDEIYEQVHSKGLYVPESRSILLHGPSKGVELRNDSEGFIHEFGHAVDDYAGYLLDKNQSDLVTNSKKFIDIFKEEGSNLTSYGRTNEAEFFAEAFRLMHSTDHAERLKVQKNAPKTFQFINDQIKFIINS
PriA SSB inh = inhibitors of Klebsiella pneumoniae PriA binding to SSB C-terminal tail, primary screen, biochemical, AlphaScreen | 430,000 tested, 0.6% active | inhibition, % at 33 µM | PriA–SSB C-terminal tail interaction (Klebsiella pneumoniae) | AlphaScreen SSBct-PriA binding, biotinylated peptide; in the data active = inhibition mostly above about 37%, no sharp cut-off; inactive = mostly below about 20%;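 also: plate controls were negative control peptide for no effect and reference peptide for full effect; strong numbers were not always called active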
CCHFV vOTU inh = CCHFV vOTU protease inhibitors, primary screen, biochemical, Pep-AMC substrate, fluorescence. Crimean-Congo hemorrhagic fever virus L polyprotein viral ovarian tumor (vOTU) protease …. inhibition, % at 11.5 µM. 370,000 tested, 0.55% active; in the data active = inhibition above about 30%; also: 0% = vehicle wells with enzyme and 100% = no enzyme wells
DUSP3 inh = VHR1 phosphatase inhibitors, primary screen, biochemical, absorbance, uHTS; recombinant VHR phosphatase, pNPP absorbance; inhibition, % at 13.3 µM; 290,000 tested, 0.52% active; Dual specificity protein phosphatase 3 (Homo sapiens), P51452; in the data active = inhibition above about 50%; also: some compounds called inactive have numbers as strong as hits
Target sequence (P51452 whole entry, looked up): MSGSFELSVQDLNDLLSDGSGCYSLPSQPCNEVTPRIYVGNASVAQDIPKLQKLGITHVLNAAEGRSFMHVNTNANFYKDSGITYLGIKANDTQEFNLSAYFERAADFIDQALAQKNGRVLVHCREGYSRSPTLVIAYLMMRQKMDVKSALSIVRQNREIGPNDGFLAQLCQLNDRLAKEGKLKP
Y pestis TopoI = Yersinia pestis topoisomerase I inhibitors, primary screen, biochemical, cleavage product accumulation, plate reader, single point | 360,000 tested, 0.064% active | DNA topoisomerase I (Yersinia pestis CO92) | Y. pestis Topo-I cleavage product accumulation | AID 504884, 2011 | activity, % at 10 µM; in the data active = activity above about 50%, passing the limit was not always enough; inconclusive = no clear call, values can overlap the other calls; also: inactives centre near 2
PfHsp40 yeast = rescue of yeast from PfHsp40 toxicity, primary screen, S. cerevisiae, ATP luminescence. S. cerevisiae expressing PfHsp40, growth rescue. 340,000 tested, 0.68% active. growth rescue, % at 12.5 µM. AID 504582, 2011; in the data active = growth rescue above about 28%, passing the limit was not always enough; inconclusive = no clear call, values can overlap the other calls;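 also: yeast W303a lacking pdr1 and pdr3 grown in galactose medium; growth measured after three days at 30 °C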
Numbers without * were called inactive; i = inactive; ? = inconclusive; nt = no result given. Rule as the data show it, unless noted: active = inhibition above about 30%; inconclusive = no clear call, values can overlap the other calls; inactive = below that.

SMILES | BH1578 lux ind | BoNT A protease | 3CLpro inhibitor | TcdB GH inh | Anthrax LF prot | PriA SSB inh | CCHFV vOTU inh | DUSP3 inh | Y pestis TopoI | PfHsp40 yeast
COc1ccc(/C=C/c2nc(C#N)c(NCCN(C)C)o2)cc1OC | -0.4 | 0.6 | 0 | 1.1 | -5 | 1 | -21 | -8 | -5 | -1.3
O=C(NCCOC(=O)c1ccc(S(=O)(=O)N2CCOCC2)cc1)c1cccnc1 | i | -0.9 | -7 | nt | -9 | -8 | -10 | 10 | -7 | -0.4
CCCN(CC(=O)Nc1ccccc1C)C(=O)c1cc(C)oc1C | -1.6 | nt | nt | 0.6 | nt | 1 | 9 | nt | 5 | -1.0
CCCCN(C)S(=O)(=O)c1ccc(C(=O)N=c2sc3cc(NC(C)=O)ccc3n2C)cc1 | -0.2 | -0.3 | 3 | nt | 2 | 1 | -13 | -8 | -6 | -0.9
CCOc1ccc(C(CC(=O)O)NC(=O)COc2ccccc2OC)cc1OC (stereo unspecified) | i | -2.0 | 1 | -8.9 | -7 | -14 | 15 | -5 | 2 | -0.4
CCOc1ccc(NC(=O)C2CCCN(S(=O)(=O)c3ccc4[nH]c(=O)ccc4c3)C2)cc1 (stereo unspecified) | i | 0.6 | -4 | 0.6 | -1 | 6 | -7 | 3 | 6 | 49*
Cc1cn(CC(=O)NCc2nc3ccccc3[nH]2)c(=O)[nH]c1=O | nt | -0.3 | nt | 0.6 | 2 | nt | 6 | nt | nt | nt
Cc1cc(-c2nn(-c3ccccc3)cc2/C=C2\SC(N)=NC2=O)ccc1OC(C)C | -0.4 | -1.2 | 0 | 1.5 | -6 | nt | 4 | 18 | -4 | -0.7
NC(CC(=O)NC(c1ccccc1)(c1ccccc1)c1ccccc1)C(=O)O (stereo unspecified) | 2.6 | 0.1 | -6 | 0.5 | 1 | 2 | -10 | -6 | 2 | -0.5
CCOC(=O)Cc1csc(NC(=O)CCS(=O)(=O)Cc2ccccc2)n1 | -0.4 | -0.1 | 2 | 0.0 | -2 | 2 | -1 | 17 | 8 | 0.7
CN(C)c1ccc([N+](=O)[O-])c([N+](=O)[O-])c1 | i | 0.1 | nt | 1.1 | 5 | -5 | 8 | nt | 5 | -0.9
CCOC(=O)C1CCCN(c2nc3ccccc3nc2NS(=O)(=O)c2ccc(C)cc2)C1 (stereo unspecified) | 0.7 | -0.8 | nt | 0.6 | 0 | -23 | 14 | nt | 18 | 10
CNC(=O)c1sc(-c2cccnc2)nc1C | nt | -0.9 | 2 | nt | -2 | -2 | -5 | 25 | 15 | -0.2
Cc1ccc(OC(=O)CCC(=O)Oc2ccc(C)cc2C)c(C)c1 | 0.4 | 0.1 | nt | -0.2 | -3 | -18 | 13 | nt | 60* | 4.2
C=CCNC(=S)N/N=C/c1cn(C)c2ccccc12 | -0.2 | 5.3 | 2 | 0.2 | ? | nt | 6 | 2 | -9 | nt
CC(O)(c1cccc(F)c1)c1nc(-c2csc3ccccc23)cs1 (stereo unspecified) | -0.9 | -0.2 | nt | 0.8 | -10 | nt | 12 | nt | -14 | nt
C=CCn1c(CSCc2ccccc2)nnc1SCC(=O)NCc1ccccc1 | i | 0.1 | -1 | nt | -1 | -10 | -3 | 14 | 18 | 2.5
CC(C)c1nnc(SCC(=O)NCc2ccco2)n1C | -0.2 | 0.0 | 2 | nt | 2 | -7 | -3 | 2 | -1 | 2.1
N=c1c(S(=O)(=O)c2ccccc2)cc2c(=O)n3ccccc3nc2n1Cc1ccco1 | i | 1.6 | -4 | nt | 0 | -15 | -19 | -4 | 1 | 0.1
COc1ccc(C(=O)N/N=C/c2cc3ccccc3[nH]c2=O)cc1 | -0.2 | -1.0 | -3 | 0.8 | -10 | nt | -6 | 22 | -9 | 0.6
Cc1cc(NC(=O)CC2Oc3ccccc3NC2=O)ccc1Br (stereo unspecified) | -0.9 | -1.9 | 6 | 0.2 | 10 | -12 | -3 | 2 | 16 | -1.4
Oc1ccc(C=NN=C2c3ccccc3-c3ccccc32)c(O)c1 | i | -0.4 | nt | 0.5 | -6 | 2 | 3 | nt | -9 | -1.5
CC(=O)NC12CC3CC(C1)CC(C(=O)OCC(=O)c1ccc4c(c1)OCCO4)(C3)C2 | i | 0.2 | -3 | nt | 2 | -4 | 7 | 3 | 20 | -0.2
Cc1occc1C(=O)Nc1cccc(/C=C/C(=O)O)c1 | i | -1.2 | 7 | 2.5 | -2 | -21 | 6 | nt | 1 | 0.8
CCCCN(C(=O)CNC(=O)c1cccs1)C(C(=O)NC1CCCCC1)c1cccnc1 (stereo unspecified) | -0.6 | -1.9 | -3 | nt | 0 | -1 | 16 | 9 | 7 | -0.5
O=C(C(c1ccccc1)c1ccccc1)N1CCN(Cc2ccccn2)CC1 | i | 0.3 | -4 | nt | 0 | 1 | 12 | 2 | -5 | 0.1
O=C1[C@@H](Oc2ccccc2)[C@@H](c2ccccc2)N1c1cccnc1 | -6.7 | 0.1 | nt | 0.8 | -3 | -6 | 0 | nt | 6 | 0.9
Cc1ccc(CNC(=O)C(CCC(N)=O)NC(=O)OCc2ccccc2)cc1 (stereo unspecified) | -0.2 | -0.1 | 0 | nt | 2 | -7 | 6 | 1 | 1 | -0.3
COc1ccccc1N1CCN(c2cc(=O)n(Cc3ccc(F)cc3)c(=O)[nH]2)CC1 | -0.2 | -1.4 | -6 | -0.2 | -2 | -2 | 5 | 9 | 4 | -0.5
CCc1ccccc1NC(=O)CN1CCN(C(=O)CN2C(=O)NC3(CCCC3)C2=O)CC1 | -0.6 | 0.3 | nt | 0.2 | 0 | 1 | 1 | nt | 0 | -1.2
CCCCn1c(N)c(N(CCOC)C(=O)c2ccc(N3C(=O)c4ccccc4C3=O)cc2)c(=O)[nH]c1=O | i | -0.9 | nt | -1.7 | -2 | -13 | -5 | nt | -11 | -1.5
Cc1cccnc1NC(=O)Cn1nc(-c2ccccc2)oc1=S | i | -1.3 | 3 | nt | -4 | -10 | -14 | -2 | 8 | -0.5
O=c1[nH]c(=S)[nH]c2c1C(c1ccc(F)cc1)OC(C1CCCCC1)C2 (stereo unspecified) | nt | -0.5 | nt | 0.5 | 5 | nt | 6 | nt | nt | nt
CN(C)CCC(=O)C(Cc1ccccc1)c1ccccc1 (stereo unspecified) | i | 0.9 | nt | 0.9 | 7 | -2 | -3 | nt | 8 | -2.0
C/C(CC(=O)NCc1ccco1)=N\NC(=O)COc1ccc(C)cc1 | 0.2 | -1.2 | -2 | 0.3 | 1 | nt | -8 | 12 | 5 | 1.1
CCOC(=O)C1C(CC)NC(=S)NC1(C)O (stereo unspecified) | -2.4 | -1.2 | -7 | 1.2 | -1 | 1 | -2 | 20 | 6 | -1.0
Cc1ccc(C)c(S(=O)(=O)N2CCCOC2CNC(=O)C(=O)NCCc2ccco2)c1 (stereo unspecified) | 0.5 | -1.3 | -4 | 0.2 | 8 | -1 | -2 | 23 | 5 | -0.5
O=S(=O)(Nc1cccc(-c2nnco2)c1)c1ccc(Cl)cc1 | -0.2 | -0.3 | -1 | 2.7 | 15 | 2 | 5 | 18 | 6 | -1.4
CCCN(Cc1cc2cccc(C)c2[nH]c1=O)C(=O)c1cccc(OC)c1 | i | -0.5 | -1 | nt | -6 | -7 | -3 | nt | -8 | 72*
CCN(CC)c1ccc(N=Cc2c(O)[nH]c(=O)[nH]c2=O)cc1 | -0.4 | -5.4 | -2 | -0.2 | -9 | -4 | 28 | 1 | 11 | -0.2
COc1cccc(-c2nnc(SCCOc3ccc4c(C)cc(=O)oc4c3)o2)c1 | i | -0.8 | 0 | nt | -7 | -4 | -3 | 19 | -3 | 0.8
Cc1ccc(-c2cc(-c3ccccc3)cc(-c3ccccc3)[n+]2-c2ccccc2)cc1 | i | -0.8 | nt | -0.1 | 1 | 11 | 2 | nt | 17 | 0.9
CS(=O)(=O)N1CCN(C(=O)NC23CC4CC(CC(C4)C2)C3)CC1 | -0.3 | -1.0 | 4 | nt | -8 | -7 | -4 | 4 | 3 | 0.1
CN(CC(=O)NCCc1ccc(S(N)(=O)=O)cc1)CC(=O)Nc1ccc(Cl)cc1 | nt | 0.5 | nt | 1.0 | -3 | -13 | -1 | nt | 5 | 3.7
O=c1[nH]c2ccccc2n1C1CCN(C(CCc2ccccc2)c2nnnn2-c2ccc3c(c2)OCCO3)CC1 (stereo unspecified) | nt | -0.7 | nt | 0.5 | 0 | nt | 26 | nt | nt | nt
CCOc1ccc2nc(Cl)c(CN(C(C)=O)C3CCCCC3)cc2c1 | i | -0.4 | -5 | 1.3 | 0 | 9 | 2 | 30 | 14 | -0.6
Cc1ccc(Cn2nnc3c(=O)[nH]c(C4CCN(S(=O)(=O)c5ccc(S(=O)(=O)NC6CC6)cc5)CC4)nc32)cc1 | -0.3 | -2.4 | 5 | -0.5 | 0 | 4 | 19 | -8 | 18 | -1.0
CCn1nc(C)c(Oc2ccccc2O)c1C | 13 | 0.0 | 3 | nt | 0 | -4 | -7 | 36 | 7 | 0.1
Nc1nc(SCC(=O)Nc2ccccc2Oc2ccccc2)n[nH]1 | -0.2 | -0.9 | 2 | nt | -3 | 7 | 8 | 7 | -1 | -0.8
Cc1ccc2c(c1)cc(C(=O)N1CCN(c3ccccn3)CC1)n2C | i | -0.6 | -2 | 1.5 | -16 | 2 | -9 | 1 | 7 | -1.0
CCOc1ccc(OCC)c(NC(=O)C2CCCN(S(=O)(=O)c3c(C)noc3C)C2)c1 (stereo unspecified) | i | 1.9 | -2 | nt | -1 | 10 | -4 | 14 | 1 | -1.7
O=C(Cc1ccccc1)NC(=S)Nc1ccc(OC(F)F)cc1 | i | -1.7 | 0 | 1.5 | -6 | -11 | -2 | 49 | 14 | 8.9
COCCCNC(=O)C1CCCN(S(C)(=O)=O)C1 (stereo unspecified) | -0.2 | -1.8 | 2 | 0.9 | -1 | 2 | -6 | -17 | 6 | -0.2
CCOC(=O)C1(Cc2ccc(OC)cc2)CCN(C(=O)c2csc(C)n2)CC1 | i | -2.0 | 2 | 1.2 | -3 | 2 | 9 | 26 | 10 | -1.5

An excerpt from above in order of SMILES length, ascending.
SMILES | BH1578 lux ind | BoNT A protease | 3CLpro inhibitor | TcdB GH inh | Anthrax LF prot | PriA SSB inh | CCHFV vOTU inh | DUSP3 inh | Y pestis TopoI | PfHsp40 yeast
COCCCNC(=O)C1CCCN(S(C)(=O)=O)C1 (stereo unspecified) | -0.2 | -1.8 | 2 | 0.9 | -1 | 2 | -6 | -17 | 6 | -0.2
Nc1nc(SCC(=O)Nc2ccccc2Oc2ccccc2)n[nH]1 | -0.2 | -0.9 | 2 | nt | -3 | 7 | 8 | 7 | -1 | -0.8
O=c1[nH]c2ccccc2n1C1CCN(C(CCc2ccccc2)c2nnnn2-c2ccc3c(c2)OCCO3)CC1 (stereo unspecified) | nt | -0.7 | nt | 0.5 | 0 | nt | 26 | nt | nt | nt
Cc1ccc(Cn2nnc3c(=O)[nH]c(C4CCN(S(=O)(=O)c5ccc(S(=O)(=O)NC6CC6)cc5)CC4)nc32)cc1 | -0.3 | -2.4 | 5 | -0.5 | 0 | 4 | 19 | -8 | 18 | -1.0

The list is partial; count on the stated rates, not on these rows.
